Screens from PubChem.
Vif-A3G inh: inhibitors of Vif-APOBEC3G interaction; Q9HC16; HeLa A3G-eYFP + Vif (tagged APOBEC3G with the HIV-1 protein that degrades it), YFP fluorescence, overnight; Potency, µM (series often up to 46.1 µM), for the others: at the top dose activity, negative = active, most hits filed as inhibitors; 0.076% of 410,000 active; AID 602310;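 also: potency is read from the fitted curve at half-maximal effect; % is scaled to controls: 0 for no effect and ±100 for the full control effect; nearly all actives have a fitted effect of over 60% in size; hits raise eYFP signal because A3G escapes Vif-driven loss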
Target sequence (Q9HC16 whole entry, looked up): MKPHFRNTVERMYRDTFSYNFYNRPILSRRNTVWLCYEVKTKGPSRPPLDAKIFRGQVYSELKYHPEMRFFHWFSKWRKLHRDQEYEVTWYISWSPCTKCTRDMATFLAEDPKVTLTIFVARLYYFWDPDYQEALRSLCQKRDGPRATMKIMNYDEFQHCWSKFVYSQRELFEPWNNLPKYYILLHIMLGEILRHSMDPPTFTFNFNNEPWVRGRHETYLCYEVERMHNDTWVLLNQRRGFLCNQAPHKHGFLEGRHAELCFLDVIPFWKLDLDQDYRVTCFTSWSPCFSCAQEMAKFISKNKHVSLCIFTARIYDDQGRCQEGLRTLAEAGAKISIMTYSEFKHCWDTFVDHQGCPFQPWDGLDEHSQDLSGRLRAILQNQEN
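Read-out is eYFP fluorescence (Ex 488/Em 500-530) from Vif-expressing HeLa A3G-eYFP cells; more signal means A3G escaped Vif-mediated degradation. Cells plated overnight, compound pinned in, incubated overnight at 37 deg C.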
D2 PAM: positive allosteric modulators of human D2 dopamine receptor; HEK293 T-REx D2, calcium flux, EC20 dopamine potentiation; potentiation, % at 10 µM; 0.34% of 340,000 active; AID 485347;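 active = potentiation over 3 SD above the plate norm, cut at about 30% in these data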; also: 0% is about no effect
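Calcium flux readout, no-wash dye, 1 read/s. Inducible HEK293 Trex D2 line, overnight 30 C. Compound alone 180 s (agonist flags), then EC20 dopamine, another 180 s to score potentiation.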
LDHA inh: blocks human lactate dehydrogenase A; purified LDHA, NADH/diaphorase-resazurin fluorescence; active compounds read low; 0.15% of 480,000 active; activity change, % (values are at about 110 or 230 µM); AID 1347041; in the data active = activity change below about -30%; inconclusive = mostly about -25% to -30%;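 also: plate controls were DMSO wells for no effect and wells without enzyme for full effect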
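LDH5 2 nM; NADH 0.06 mM, pyruvate 0.2 mM; 200 mM Tris pH 7.4, EDTA, Tween-20; 5 min RT. Detection: diaphorase 0.133 mg/mL + resazurin 37 µM, fluorescence ex540/em590 at 0 and 20 min; normalized to enzyme-free and DMSO wells.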
D1 antag: antagonists of human D1 dopamine receptor. P21728. HEK293 TREx D1 cells, calcium flux, dopamine EC80; active compounds read low. activity change, negative = inhibition, % at 10 µM. 3.2% of 360,000 active; in the data active = activity change below about -30%; also: % is scaled to controls: 0 for no effect and ±100 for the full control effect
Target sequence (P21728 whole entry, looked up): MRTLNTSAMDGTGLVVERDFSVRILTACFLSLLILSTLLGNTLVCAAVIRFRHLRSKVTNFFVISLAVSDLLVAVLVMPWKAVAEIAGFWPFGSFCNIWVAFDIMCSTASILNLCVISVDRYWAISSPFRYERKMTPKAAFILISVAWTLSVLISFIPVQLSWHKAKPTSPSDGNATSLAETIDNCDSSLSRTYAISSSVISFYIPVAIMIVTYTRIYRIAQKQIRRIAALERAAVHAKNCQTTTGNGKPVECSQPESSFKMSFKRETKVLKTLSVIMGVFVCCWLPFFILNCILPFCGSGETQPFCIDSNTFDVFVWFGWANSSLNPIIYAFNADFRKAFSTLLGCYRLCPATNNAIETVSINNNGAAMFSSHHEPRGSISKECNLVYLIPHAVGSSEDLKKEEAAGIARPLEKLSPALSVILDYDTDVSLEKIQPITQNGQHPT
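Tetracycline-induced HEK293 T-REx cells with force-coupled D1 receptor were loaded with a no-wash calcium dye. Compound was added after a 10 s baseline and read kinetically for 180 s; EC80 dopamine was then added and calcium flux followed another 180 s.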
Glioma ERSR ind: induces the endoplasmic reticulum stress response in human glioma cells; 0.02% of 420,000 active; U87-MG GRP78 promoter luciferase reporter, 16 h; Potency, µM, without a hit: top-dose activation, most hits filed as activators; also: potency is read from the fitted curve at half-maximal effect; series mostly up to about 76 µM; % of control where 0% means no effect; nearly all actives have a fitted effect of over 35% in size
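ERSR induction read as luciferase luminescence (Bright-Glo, 10 min at room temperature) in stably transfected human U87-MG glioma cells exposed to compounds for 16 h, using GRP78 as sensor.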
Vif-A3F inh: Vif-A3F binding inhibition; HeLa A3F-eYFP + Vif (tagged APOBEC3F with the HIV-1 protein that degrades it), YFP fluorescence increase; Potency, µM (doses to about 46.1 µM), for inactives: top-dose activity, negative = active; 0.2% of 390,000 active; also: potency is read from the fitted curve at half-maximal effect; % of control where 0% means no effect; nearly all actives have a fitted effect of over 65% in size
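HeLa cells stably expressing A3F-eYFP plus Vif, plated and incubated overnight at 37 deg C, then exposed to compounds overnight at 37 deg C. Blocked degradation read as raised yellow fluorescence (Ex 488/Em 500-530).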
D1 agonist: agonists of human D1 dopamine receptor | P21728 | HEK293 T-REx D1 cells, calcium flux, agonist mode | activation, % at 2 µM | 1% of 360,000 active | AID 504660; in the data active = activation above about 30%; also: 0% is about no effect
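Inducible HEK293 T-REx D1 cells, force-coupled to calcium signalling, were plated at 4000 cells/well with tetracycline and held overnight at 30 C. After no-wash calcium dye loading, compound-evoked calcium rise over 180 s flagged agonists.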
D1 potentiator: human D1 dopamine receptor positive modulation. P21728. HEK293 TREx D1 cells, calcium flux, dopamine EC20 potentiation. potentiation, % at 10 µM. 0.036% of 360,000 active. AID 504651; in the data active = potentiation above about 30%; also: 0% is about no effect
RXFP1 agonist: activates the human relaxin receptor RXFP1; HEK293T-RXFP1 cAMP TR-FRET, 30 min; response scale: percent of porcine relaxin response, buffer zero; Potency, µM (titrated, usually from 57.5 µM), inactives show at the highest dose activation, usual class: activators; 0.3% of 370,000 active; AID 2676; also: potency is read from the fitted curve at half-maximal effect; % is scaled to controls: 0 for no effect and ±100 for the full control effect; nearly all actives have a fitted effect of over 60% in size; many of its hits are not listed in these tables
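HEK293T cells stably expressing RXFP1 were pretreated with the PDE4 inhibitor Ro 20174, exposed to compounds for 30 min at 37C, lysed, and cAMP was read by TR-FRET. Data normalized to buffer (basal) and 29 nM porcine relaxin (100%).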
Starred values were filed as active, the others as inactive; ? = inconclusive; . = no result given; & = joins results of further samples. Unless noted, calls follow the shape of the dose curve; as a rule, active = well fitted curve in the direction sought with a large enough effect; inconclusive = small, poorly fitted or top-dose-only effect, or another doubt; inactive = no such curve, though single readings can be large; an effect the other way counts as inactive or inconclusive.

SMILES	Vif-A3G inh	D2 PAM	LDHA inh	D1 antag	Glioma ERSR ind	Vif-A3F inh	D1 agonist	D1 potentiator	RXFP1 agonist
O=C(N/N=C/c1cccc(O)c1)c1ccc(COc2ccccc2Br)cc1	-24%	-3	0	-3	19%	?	8	-3	1.1%
COc1ccc(C)cc1NC(=O)C/C(C)=N/NC(=O)Cc1cccc2ccccc12	-16%	-2	-5	-5	3%	0%	3	-2	0.1%
Cc1cc(C)c2c(N)c(C(=O)N3CCc4ccccc4C3)sc2n1	-8%	-11	0	1	-3%	6%	1	1	7.6%
Cc1ccc(CNC(=O)Cn2nnc(C(=O)Nc3cc(C)ccc3C)c2N)cc1	2%	-5	-3	-7	-6%	2%	11	-3	2.0%
CCOC(=O)c1c(C)c(C(=O)N2CCN(c3ccccc3)CC2)c(C)n1C	-2%	-5	0	2	-4%	-1%	2	4	-3.4%
C=CCC[C@@H](Cc1ccc(F)cc1)C(=O)OCCNC(=O)[C@H](CC=C)CC(=O)NCCO	1%	.	3	.	-1%	10%	.	.	.
CC(C)Cc1cc(C(=O)N2N=C(C(F)F)CC2(O)C(F)F)c2ccccc2n1 (centres undefined)	0%	-4	-5	41	-5%	-11%	-3	2	-3.2%
COc1cccc(Nc2nc3ccccc3nc2NS(=O)(=O)c2cccs2)c1	-9%	-3	-7&-5	-32*	3%	-5%	16	-6	5.1%
Cc1ccc(SCC(=O)NNC(=O)c2ccccc2)c(C)c1	3%	-2	-2	-2	-5%	10%	1	-3	1.7%
COc1cccc(CNC(=O)CN2CCC(c3nc4ccc(C)cc4[nH]3)CC2)c1	0%	-1	-8	-38*	-1%	2%	0	-2	-0.8%
O=C(c1cc(-c2cccc(Cl)c2)on1)N1CCN(c2ccccc2)CC1	1%&-3%	-2&-3	-3&-3	1&-2	1%&-3%	4%&2%	3&1	-3&1	-4.8%&-1.7%
COc1ccc(C(=O)Nc2cccc(NC(=O)c3cccs3)c2)cc1OC	-6%	1	-2	-18	2%	4%	1	-6	-0.9%
C=CCNC(=O)c1cnn(-c2ccccc2)c1-c1ccccc1	-11%	5	-2	6	-1%	3%	2	-13	2.7%
Cc1ccc(N2CC(C(=O)N/N=C/c3cccc([N+](=O)[O-])c3)CC2=O)cc1 (centres undefined)	-4%	12	-8	-7	-4%	-12%	2	-4	4.8%
COc1ccc(CC(=O)NCCS(=O)(=O)N2CCN(c3ccccc3OC)CC2)cc1	-7%	4	0	-2	-4%	0%	2	-4	1.6%
CN1CCN(CC(=O)N(C)c2nc(-c3ccccc3)cs2)CC1	-2%	1	-5	27	-4%	-7%	13	2	1.8%
CC(C)N(C(=O)COC(=O)c1ccc(O)cc1)C(C)C	1%	-2	-5	3	0%	1%	3	-5	0.4%
COC(=O)/C(=C\Nc1ccc(Cl)cc1Cl)NC(=O)c1ccccc1	-11%	8	-5	7	6%	-2%	2	3	1.3%
CC(=O)Nc1ccc(C(=O)OCC(=O)NCc2ccc(Cl)cc2)cc1	.	5	.	10	.	.	4	-4	0.4%
CCC(=O)c1ccc(OCC(=O)Nc2nc(-c3cccnc3)cs2)cc1	2%	3	-12	-14	-4%	1%	6	3	0.1%
Cc1cc(C)c2c(n1)sc1c(=O)n(CC(=O)c3ccccc3)cnc12	-2%	-3	-4	10	3%	-2%	2	-3	5.3%
Cc1cccc(N(C)C(=O)CCS(=O)(=O)c2cccc3nonc23)c1	-8%	-4	-2	-19	-3%	3%	5	-2	-0.5%
Cc1ccc(NC(=O)C(c2ccccc2)N2Cc3ccccc3C2=O)cc1Cl (centres undefined)	5%	-14	4	-7	-2%	-4%	1	-4	3.4%
COC(=O)c1ccc(COc2ccccc2[N+](=O)[O-])o1	0%	-1	0	16	1%	0%	2	4	-0.1%
CSCCC(C(=O)NCc1cccs1)N1C(=O)c2ccccc2C1=O (centres undefined)	0%	2	0	-3	-6%	4%	3	2	2.8%
CCc1ccc(-c2csc(NC(=O)Oc3ccccc3)n2)cc1	1%	4	-4	-5	2%	9%	3	1	-2.6%
N=c1oc2ccccc2cc1C(=O)N/N=C/c1ccccc1	0%	.	2	2	-2%	1%	2	4	-0.4%
CSc1ccccc1NC(=O)C1CCCN(S(C)(=O)=O)C1 (centres undefined)	0%	6	1&0	4	0%	20%	2	-3	0.3%
CCOc1ccc(C(=O)Nc2c(C(=O)c3ccc(OC)cc3)oc3ccccc23)cc1	0%	-8	-13	-5	-3%	-1%	0	-2	?
CCOC(=O)C1CCCN(Cc2ccccc2C)C1 (centres undefined)	3%	-19	-8	-17	-4%	-3%	5	-6	-0.4%
COc1ccc(Cl)cc1NC(=O)C/C(C)=N/NC(=O)CCc1ccccc1	1%	-6	-15	9	-5%	7%	3	.	8.4%
CCn1cc(C(=O)O)c(=O)c2cc(F)c(N3CCN(S(=O)(=O)c4ccc5c(c4)OCCO5)CC3)cc21	-1%	-7	6	0	-2%	1%	2	0	1.3%
O=C(NC1CCCC1)c1cc(S(=O)(=O)N2CCOCC2)c(Cl)cc1Cl	0%	.	0	3	-4%	3%	2	-4	-0.6%
CCCn1nc(C(=O)NNC(=O)CSCC(=O)Nc2cc(C)on2)c2ccccc2c1=O	1%	-2	-3	-20	1%	9%	3	0	0.3%
CC1(C)Cc2cccc(OCC(=O)Nc3ccccc3F)c2O1	1%	-16	-3	9	-5%	4%	0	-2	1.6%
CCOc1ccc(-c2n[nH]c(C)c2Oc2ccc(OC)cc2)c(O)c1	1%	-21	-2	-20	-8%	-11%	1	0	-2.2%
CC1CCCCN1CCCNc1ccc(C(CC(N)=O)NC(=O)c2ccccc2)cc1[N+](=O)[O-] (centres undefined)	2%	-12	-1	3	-2%	3%	1	3	2.1%
CC(NC(=O)COC(=O)Cc1ccsc1)C1CC2CCC1C2 (centres undefined)	2%	-5	-2	-13	-2%	4%	1	-7	1.3%
CCc1nn(Cc2cccc(F)c2)c(=O)c2cc3cc(C)ccc3n12	7%	2	-7	13	10%	6%	0	-1	?
O=C(CNC(=O)C1CCCC1)OC(C(=O)Nc1cc(C(F)(F)F)ccc1Cl)c1ccccc1 (centres undefined)	.	.	-1	7	.	.	10	2	.
CN(C)C(=O)c1cn(-c2ccc(Cl)cc2)c(=O)c2ccccc12	0%	-1	-5	-9	3%	6%	3	4	0.5%
Cc1noc(C)c1NC(=O)N(C)C[C@@H]1Oc2c(NC(=O)c3ccncc3)cccc2C(=O)N([C@H](C)CO)C[C@@H]1C	2%	.	-6	.	-1%	?	.	.	.
CC(NC(=O)C1CCCN(S(=O)(=O)c2cccc3nonc23)C1)c1ccccc1 (centres undefined)	-4%	1	-1	-23	-4%	-4%	0	0	0.1%
COc1ccc(C(=O)Nc2sc(C)c(-c3ccccc3)c2C#N)cc1OC	3%	4	-3	.	-3%	1%	6	-1	0.3%
O=C(CSc1nc2ccccc2s1)Nc1ccc2c(c1)oc1ccccc12	0%	9	0	4	10%	-4%	5	26	-1.2%

Of the compounds above, these contain two or more sulfur atoms:
SMILES	Vif-A3G inh	D2 PAM	LDHA inh	D1 antag	Glioma ERSR ind	Vif-A3F inh	D1 agonist	D1 potentiator	RXFP1 agonist
COc1cccc(Nc2nc3ccccc3nc2NS(=O)(=O)c2cccs2)c1	-9%	-3	-7&-5	-32*	3%	-5%	16	-6	5.1%
CSCCC(C(=O)NCc1cccs1)N1C(=O)c2ccccc2C1=O (centres undefined)	0%	2	0	-3	-6%	4%	3	2	2.8%
CSc1ccccc1NC(=O)C1CCCN(S(C)(=O)=O)C1 (centres undefined)	0%	6	1&0	4	0%	20%	2	-3	0.3%
O=C(CSc1nc2ccccc2s1)Nc1ccc2c(c1)oc1ccccc12	0%	9	0	4	10%	-4%	5	26	-1.2%

Next section
SMILES	Vif-A3G inh	D2 PAM	LDHA inh	D1 antag	Glioma ERSR ind	Vif-A3F inh	D1 agonist	D1 potentiator	RXFP1 agonist
Cc1c(C(=O)O)sc(=S)n1-c1ccccc1	0%	-2	-4	-7	-3%	.	2	4	-0.2%
O=C(C1CCN(S(=O)(=O)N2CCOCC2)CC1)N1CCN(Cc2ccccc2)CC1	-1%	1	-8	-9	-4%	-2%	1	-5	0.0%
COc1ccc(NC(=O)COC(=O)c2ccc3ccccc3n2)c(OC)c1	-1%	.	-3&2	.	-3%	-18%	.	.	.
Cn1ncc(N2CCN(S(=O)(=O)c3ccc(Br)cc3)CC2)c(Cl)c1=O	3%	-7	-10	-30*	-2%	1%	1	-3	-0.1%
Cc1cc(OC(C(=O)O)c2ccccc2)c2c(C)c(Cc3ccccc3)c(=O)oc2c1 (centres undefined)	-19%	0	-4	-6	0%	1%	-1	3	2.3%
O=C(COC(=O)/C=C/c1ccc(OC(F)F)cc1)NC(=O)NC1CCCCC1	-1%	.	-6	.	-3%	1%	.	.	.
Nc1nc(Nc2ccccc2F)nc(NCc2ccccc2)c1[N+](=O)[O-]	-13%	13	-11	2	-2%	?	4	-7	1.4%
Cc1ccc(S(=O)(=O)c2nc(-c3ccco3)oc2SCC(=O)Nc2ccc(F)cc2)cc1	-4%	-11	-6	-3	-2%	-12%	8	1	-1.0%
CC1=NN2C(=N)/C(=C\c3cc(C)n(-c4cccc(C)c4)c3C)C(=O)N=C2S1	4%	-1	3	-15	-4%	14%	-1	-6	-0.1%
COC(=O)C1C(=O)/C(=C/N(C)C)C(=O)CC1(C)C (centres undefined)	-4%	.	-7	8	-1%	-3%	1	-2	0.8%
CCC(C)(C)n1nnnc1C(c1cc2cc(C)cc(C)c2[nH]c1=O)N1CCN(Cc2ccc3c(c2)OCO3)CC1 (centres undefined)	2%	-21	2	-3	1%	-11%	-1	2	0.9%
Cc1cc(C(=O)NC2CCCc3c2cnn3-c2cccc(C)c2C)no1 (centres undefined)	-7%	12	-1	-38*	3%	3%	5	-6	0.1%
O=C(CN1C(=O)C2CC=CCC2C1=O)Nc1nnc(SCc2ccc(F)cc2)s1 (centres undefined)	1%	-11	1	-16	-3%	-6%	1	-2	1.1%
O=S(=O)(Nc1ncnc2c1oc1ccccc12)c1ccc(Cl)s1	-4%	3	1	9	3%	1%	-1	3	1.0%

A portion of the library; count on the stated rates, not on these rows.
